Bioassay records: PubChem, several laboratories
DAX1 inh-1: DAX1 (NR0B1) inhibition, primary screen; inhibition, % at 6.8 µM; 370,000 tested, 1.1% active; HEK293T StAR-luciferase reporter, SF-1/DAX-1 repression relief; AID 652010;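 active means inhibition above the mean over all tested compounds plus 3 SD, cut at about 3.6% in these data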;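 further: 0% = DAX-1 cells with DMSO and 100% = cells lacking DAX-1 with DMSO; higher inhibition means more luminescence from relief of DAX-1 repression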
hgDAF-12 ag: activates the H. glycines DAF-12 receptor ligand-binding domain; HEK293 GAL4-hgDAF12 UAS-luciferase reporter, agonist luminescence; normalized to butyrate control; activation, % at 6.8 µM; 370,000 tested, 1.8% active;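 active means activation above a cutoff set at the mean of all screened compounds plus 3 SD, cut at about 10% in these data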;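 further: 0% = DMSO wells and 100% = sodium butyrate wells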
Rev-erbA mod: Rev-erb alpha (human) modulation; P20393; Rev-erbα–FITC-DNA binding, fluorescence polarization, 90 min; activity, % at 10 µM; 370,000 tested, 0.79% active; AID 1259318;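 active means activity above about 14%, limit read from the data; passing the limit was not always enough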;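 further: 0% = DMSO wells with 35 nM protein and 100% = DMSO wells with 750 nM protein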
PLC-gamma1 inh: blocks human PLC-gamma1 enzyme activity | purified PLC-gamma1, fluorogenic substrate, fluorescence | inhibition, % at 12.2 µM | AID 720700 | 370,000 tested, 0.84% active; in the data active means inhibition above about 9.5%
SMARCA2 act: increases SMARCA2 function in MMTV reporter cells; MG213 cells, MMTV-luciferase reporter, dexamethasone, overnight; activation, % at 9.1 µM; 370,000 tested, 1% active; AID 652017; in the data active means activation above about 7.8%;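 further: 0% = vehicle wells and 100% = reference activator wells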
PLCb3 inh: inhibitors of human phospholipase C beta3; Q01970; Purified PLC-beta3, fluorogenic substrate, fluorescence; inhibition, % at 12.2 µM; 370,000 tested, 0.18% active; in the data active means inhibition above about 11%;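 further: 0% = median of compound wells on plate and 100% = full blocker control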
hcDAF12 agonist: H. contortus DAF-12 activation, primary screen | HEK293 hcDAF-12 lit1-tk-luc reporter, luminescence; 0% DMSO, 100% Δ7-dafachronic acid | activation, % at 6.8 µM | AID 652067 | 370,000 tested, 1.4% active;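 active means activation above the mean of all tested compounds plus 3 SD, cut at about 5.5% in these data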;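 further: 100% = response to 3 µM Δ7-dafachronic acid high control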
DAX1 inh-2: inhibits human nuclear receptor DAX1 | AID 504766 | P51843 | inhibition, % at 6.75 µM | HEK293 Gal4-DAX1 luciferase reporter, luminescence | 340,000 tested, 0.99% active;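 active means inhibition above the mean over all tested compounds plus 3 SD, cut at about 4.2% in these data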;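 further: 0% = DAX1-transfected cells with DMSO and 100% = empty-vector control cells with DMSO; inhibition shows as a rise in luminescence from relieved DAX1 repression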
Target sequence (P51843 207-470 limits assumed): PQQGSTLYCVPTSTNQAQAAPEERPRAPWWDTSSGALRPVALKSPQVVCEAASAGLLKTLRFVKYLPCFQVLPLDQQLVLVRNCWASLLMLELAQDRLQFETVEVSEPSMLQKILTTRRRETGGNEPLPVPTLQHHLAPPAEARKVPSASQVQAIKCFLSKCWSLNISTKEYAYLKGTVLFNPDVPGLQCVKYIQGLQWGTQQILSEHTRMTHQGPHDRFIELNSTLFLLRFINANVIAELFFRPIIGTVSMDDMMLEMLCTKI
ADAM17 inh: inhibits human ADAM17; inhibition, % at 6.95 µM; recombinant ADAM17, EDANS/DABCYL FRET peptide cleavage; P78536; 370,000 tested, 0.83% active;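 active means inhibition above the mean of compounds lying between control limits plus 3 SD, set per campaign, cut at about 8.5% in these data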;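 further: 0% = DMSO-only wells as the low control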
Target sequence (P78536 215-824 limits assumed): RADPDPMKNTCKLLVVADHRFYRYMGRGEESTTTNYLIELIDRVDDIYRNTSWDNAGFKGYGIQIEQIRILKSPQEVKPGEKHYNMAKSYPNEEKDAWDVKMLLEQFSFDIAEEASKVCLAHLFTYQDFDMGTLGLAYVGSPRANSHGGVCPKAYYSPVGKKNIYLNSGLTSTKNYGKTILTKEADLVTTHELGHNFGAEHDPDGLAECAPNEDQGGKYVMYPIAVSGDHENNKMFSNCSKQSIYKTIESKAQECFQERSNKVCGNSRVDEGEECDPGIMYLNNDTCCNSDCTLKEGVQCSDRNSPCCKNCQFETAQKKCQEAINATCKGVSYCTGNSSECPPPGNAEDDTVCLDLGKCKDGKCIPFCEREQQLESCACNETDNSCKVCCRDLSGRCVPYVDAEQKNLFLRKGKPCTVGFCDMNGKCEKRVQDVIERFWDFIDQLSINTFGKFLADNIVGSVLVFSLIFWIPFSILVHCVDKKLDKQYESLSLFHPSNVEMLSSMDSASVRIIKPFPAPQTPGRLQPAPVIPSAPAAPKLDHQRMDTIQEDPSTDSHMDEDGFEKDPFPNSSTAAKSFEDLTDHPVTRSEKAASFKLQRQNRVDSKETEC
MBD2 inh: MBD2-methylated oligo binding inhibition | Q9UBB5 | TR-FRET, MBD2 binding to methylated oligonucleotide | inhibition, % at 4.4 µM | 370,000 tested, 0.31% active | AID 686964; in the data active means inhibition above about 13%
ssDAF-12 act: activators of S. stercoralis DAF-12 nuclear receptor; HEK293 ssDAF-12/GRIP1 lit1-tk-luc reporter, luminescence; % of 3 µM dafachronic acid response; activation, % at 6.8 µM; 370,000 tested, 1% active; AID 652126;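 active means activation above the mean over all tested compounds plus 3 SD, cut at about 0.9% in these data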;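 further: 0% = DMSO-only wells and 100% = 3 µM delta7-dafachronic acid wells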
Starred values were filed as active, the others as inactive; x = no result given.

compound	MBD2 inh	SMARCA2 act	ADAM17 inh	hcDAF12 agonist	Rev-erbA mod	PLCb3 inh	ssDAF-12 act	DAX1 inh-1	DAX1 inh-2	PLC-gamma1 inh	hgDAF-12 ag
CSc1nc2nc(C(F)(F)F)cc(-c3ccccc3)n2n1	-4	-1	-186	-0.3	-2	-361	-1.2	-0.9	-0.1	-268	-0.1
Cc1nnc(SCC(=O)NCCC2=CCCCC2)[nH]c1=O	1	-2	-3	-1.0	0	-3	-0.5	0.7	1.0	-1	2.1
CCC(CC)C(=O)Nc1cccc(C(=O)Nc2ccc(S(N)(=O)=O)cc2)c1	4	-1	-1	-1.3	-2	0	-1.1	-0.5	0.0	2	-1.0
O=C(Nc1cccc(S(=O)(=O)Nc2ccc(Cl)cc2)c1)c1cc2c(s1)CCCC2	-6	-2	15*	-3.8	3	5	-1.8	-1.2	-2.3	9	-1.3
COc1ccc(/C=N/N2CCN(Cc3ccc(C)cc3)CC2)cc1Br	1	-1	-1	1.0	3	-5	-1.3	-0.1	-1.6	2	-2.7
O=C(NCCCN1CCC(Cc2ccccc2)CC1)c1ccc(CS(=O)c2ccccc2Cl)o1 (stereo not drawn)	-1	3	-2	-2.0	-10	3	-1.1	-1.2	-0.8	0	-1.5
COc1cccc(C2CC(c3ccccc3)=NN2S(=O)(=O)c2ccc(C)cc2)c1OC (stereo not drawn)	-7	-1	6	-2.2	5	0	-1.1	0.3	0.0	4	1.6
CC1(C)CC(=O)C(N=Nc2cccc([N+](=O)[O-])c2)=C(O)C1	-5	1	-3	0.5	-3	-2	0.0	-0.2	6.1*	3	0.3
COC(=O)c1nn(-c2ccc(OC)cc2)c(=O)cc1O	3	-3	-5	-0.4	-3	-3	-0.8	0.3	0.0	-6	1.1
O=c1cc(O)nc(SCc2ccccc2)n1-c1ccc(F)cc1	2	-1	5	1.3	-8	-2	-0.9	-0.8	1.5	0	-2.5
O=C(NC1CC1)c1cccc(-c2cncc3nccn23)c1	1	3	-381	-1.2	0	-262	-0.3	-0.3	x	-204	4.0
CCc1nc2c(OCc3ccccc3C(=O)OC)cccn2c1N(C)C(=O)CC(C)C	-6	-1	1	-2.3	-7	2	-1.2	-1.7	x	-2	-4.4
CCCNCC1C(Oc2ccc(Cl)cc2)C(=O)N1c1ccccc1C (stereo not drawn)	4	0	-1	0.1	-3	1	-1.6	-0.1	1.7	0	-1.2
O=C(NCCOc1ccccc1F)Nc1ccc(Br)cc1	2	-2	-3	-0.4	-2	-5	0.2	1.5	1.2	6	6.6
CCN(CC)S(=O)(=O)c1ccc(C(=O)NNC(=O)C2COc3ccccc3O2)cc1 (stereo not drawn)	-2	-4	0	-1.4	-8	-2	-1.1	-0.5	-0.6	-1	1.1
Cc1ccc(CCNC(=O)C2CC(=O)N(C3CCCCC3)C2)cc1 (stereo not drawn)	6	0	0	4.3	-4	-8	-0.9	-0.1	0.0	-7	-1.1
COc1ccc(NC(=O)c2ccc(NC(=O)c3cccnc3)cc2)cc1	-3	2	3	2.9	-2	1	-1.2	0.2	-0.8	5	0.3
COc1ccc(CN2CCN(CC3CC3)CC2CCO)c(C)c1C (stereo not drawn)	-3	0	1	0.0	4	-10	-1.3	0.3	-0.6	-3	1.6
Cc1cc(C(=O)Nc2sc(C)c(C)c2C#N)c(C)o1	-3	4	-3	-1.2	5	-11	-1.5	0.1	-1.0	-4	1.5
CN1CCN(S(=O)(=O)c2cccc(C(=O)N3CCc4ccccc43)c2)CC1	4	0	-2	0.1	0	-1	-1.1	-0.5	0.8	1	-1.0
COc1ccc(S(=O)(=O)N2CCOCC2)cc1NC(=O)CSc1cccc[n+]1[O-]	-5	1	-3	-0.8	3	-5	-1.5	0.0	0.3	1	1.6
CC(C)C[C@@H]1COc2cccc(NCCO)c2S(=O)(=O)N1	0	-3	-6	-0.7	-4	-2	-1.3	1.6	x	-4	2.7
O=C(COc1ccc(S(=O)(=O)N2CCOCC2)cc1)N1CCOCC1	1	-2	-2	-1.2	1	-2	-1.4	0.2	0.7	2	-1.5
O=C(OCCN1C(=O)CCC1=O)c1ccc(S(=O)(=O)N2CCCCC2)cc1	4	1	-2	-1.2	-1	1	-0.9	0.4	0.1	-2	1.5
CCc1ccccc1NC(=O)CCCSc1nc2ccccc2s1	0	0	1	-1.5	1	0	-1.6	0.0	-0.9	1	5.0
Cc1cc(C)c2c(c1)NC(c1cc3c(cc1Br)OCO3)C1CC=CC21 (stereo not drawn)	-4	-1	3	0.6	-5	1	-0.6	-0.1	-0.4	1	-0.9
O=C1C=C(Nc2ccc(Cl)cc2)C(=O)N1c1ccc(Cl)cc1	-3	1	4	2.9	5	0	-0.2	3.6	2.4	2	4.8
CSCCC(NC(=O)c1ccccc1Br)C(=O)N1CCN(C/C=C/c2ccccc2)CC1 (stereo not drawn)	-3	-5	-5	-3.0	2	-5	-1.8	-1.6	-0.6	-3	-3.0
CCCn1c(SCC(=O)Nc2cc(C(=O)O)ccc2C)nc2sc3c(c2c1=O)CCC3	0	-2	2	-1.2	-8	-8	-1.6	0.0	-0.4	-2	-1.9
COc1ccc(OC)c(CNC(=O)CCn2nc(C)c3c(C)n(-c4ccccc4)nc3c2=O)c1	4	-3	-4	-1.3	1	-7	-1.5	-0.4	-0.3	1	-2.0
CCOC(=O)N1CCN(C(=O)C[C@H]2C(=O)N(CCCOC)C3=CCCC[C@@]32C(=O)OCC)CC1	-2	0	-4	0.4	0	4	-0.4	-0.9	x	3	-2.7
COc1ccc(C(=O)Nc2ccccc2C(=O)N2CCCCCC2)cc1OC	7	-2	-4	-0.6	2	-6	-1.3	1.2	0.3	1	1.9
CS(=O)(=O)NN1C(=O)c2ccccc2NC1c1cccs1 (stereo not drawn)	0	-2	-199	-1.0	-3	-458	-1.3	-0.1	-0.7	-421	0.4
Cc1cc(N2CCN(C)CC2)nc2ccc(NC(=O)CCC(=O)NCc3ccco3)cc12	2	-2	-174	0.3	-2	-62	-1.7	0.4	-0.5	-49	1.6
Cc1ccc(-c2noc(CCCC(=O)Nc3cccnc3)n2)cc1	3	-4	-3	-3.6	-3	-2	-1.9	-2.1	-2.6	0	-6.7
OCc1cccc(-c2cnc3c(Nc4cccc(OC(F)(F)C(F)F)c4)nccn23)c1	-8	1	0	-2.2	-1	-46	-1.4	-0.8	x	-29	4.3
CCC[C@H]1[C@@H](OC(=O)NC2CCC2)CC[C@@]23CCCN2C(=O)CCC[C@@H]13	-2	x	-6	-0.4	-2	-2	-1.1	x	x	-1	0.2
Brc1c(CSc2nncc3ccccc23)nc2ccccn12	-1	1	-1	-3.4	-3	-15	-2.0	1.6	2.1	-9	-0.2
CCOC(=O)N1CCN(c2c(NCc3ccc(F)cc3)c(=O)c2=O)CC1	3	-1	-1	-0.8	-1	-4	-1.9	-1.2	-2.1	4	0.4
C/C(=N\NC(=O)CCC(=O)NCc1ccccc1)c1ccco1	-6	-3	-5	-0.4	3	-10	-0.6	1.6	-0.6	0	-2.9
COc1ccccc1CP(=O)(c1ccccc1)c1ccccc1	-1	-1	0	0.3	-4	0	-1.2	0.0	-0.7	-2	0.5
CCc1nc2ccc(C(=O)NC3CCN(Cc4ccccc4)CC3)cn2c1N(C)Cc1cccs1	-4	-3	-1	-2.1	-3	-5	-1.1	-0.9	x	0	-4.2
O=C(NC(=S)Nc1ccc(Oc2ccccc2)cc1)c1ccc(Cl)cc1	5	2	-1	-0.9	7	1	-1.2	0.4	-0.3	0	-0.7
Cc1cccc(-c2nc(CS(=O)CC(=O)NCCCSC3CCCCC3)c(C)o2)c1 (stereo not drawn)	-2	-2	0	-2.6	1	-2	-1.3	-0.8	0.3	4	-1.9
CCN(CC)C(=S)SCC(=O)c1c(C)[nH]c2ccccc12	-3	0	2	0.9	4	-1	-1.1	0.5	-0.5	-1	1.4
COc1ccc(N2CCN(C(=O)CNC(=O)Cn3c(C)cc4ccccc4c3=O)CC2)cc1	1	-5	-4	-0.5	-1	0	-1.0	-0.7	0.3	-4	-1.1
CCC1CCCCN1C(=O)N[C@@H](CCSC)C(=O)OC (stereo partly drawn)	0	2	-2	-1.8	3	3	-0.9	0.0	0.4	-1	-0.5
O=C(NNC(=O)c1ccccc1Cl)c1csc(N2CCOCC2)n1	0	1	-2	-0.1	2	-2	-0.3	-1.1	-0.9	-4	1.2
O=C(NCc1ccc(N2CCCC2=O)cc1)C1CCC(=O)N(Cc2ccccc2F)C1 (stereo not drawn)	2	-2	-2	-1.1	3	-7	-0.7	0.3	-0.1	2	-3.1
Cc1ccc(S(=O)(=O)N2CCOCC2)cc1C(=O)OCCOc1cccc(Cl)c1	-6	0	-5	-1.2	1	-4	-1.0	1.7	-1.8	6	0.7
O=C(Nc1nc2ccc(Cl)cc2s1)c1cc(-c2ccc(Cl)cc2)nc2ccccc12	7	-4	-6	4.5	2	-2	0.5	0.5	x	7	-1.2
COC(=O)c1c(NC(=O)CSc2ncnc3c2cnn3-c2ccccc2Cl)sc2c1CCCC2	2	-2	-3	-1.8	-7	4	0.0	0.0	-0.2	-1	1.7
COC(=O)c1c(NC(=O)/C=C/C(=O)O)sc(C)c1-c1ccc(C)c(C)c1	0	-3	4	-0.8	-5	-7	-0.2	-1.6	-1.3	-6	-4.9

3 compounds already listed, arranged by molecular weight, descending.
compound	MBD2 inh	SMARCA2 act	ADAM17 inh	hcDAF12 agonist	Rev-erbA mod	PLCb3 inh	ssDAF-12 act	DAX1 inh-1	DAX1 inh-2	PLC-gamma1 inh	hgDAF-12 ag
O=C(NCc1ccc(N2CCCC2=O)cc1)C1CCC(=O)N(Cc2ccccc2F)C1 (stereo not drawn)	2	-2	-2	-1.1	3	-7	-0.7	0.3	-0.1	2	-3.1
Cc1cc(C)c2c(c1)NC(c1cc3c(cc1Br)OCO3)C1CC=CC21 (stereo not drawn)	-4	-1	3	0.6	-5	1	-0.6	-0.1	-0.4	1	-0.9
Cc1ccc(CCNC(=O)C2CC(=O)N(C3CCCCC3)C2)cc1 (stereo not drawn)	6	0	0	4.3	-4	-8	-0.9	-0.1	0.0	-7	-1.1

For reference, part of the list above.
compound	MBD2 inh	SMARCA2 act	ADAM17 inh	hcDAF12 agonist	Rev-erbA mod	PLCb3 inh	ssDAF-12 act	DAX1 inh-1	DAX1 inh-2	PLC-gamma1 inh	hgDAF-12 ag
O=C(Nc1nc2ccc(Cl)cc2s1)c1cc(-c2ccc(Cl)cc2)nc2ccccc12	7	-4	-6	4.5	2	-2	0.5	0.5	x	7	-1.2
COC(=O)c1c(NC(=O)CSc2ncnc3c2cnn3-c2ccccc2Cl)sc2c1CCCC2	2	-2	-3	-1.8	-7	4	0.0	0.0	-0.2	-1	1.7

Whole records, quoted from the list. Order of values: MBD2 inh	SMARCA2 act	ADAM17 inh	hcDAF12 agonist	Rev-erbA mod	PLCb3 inh	ssDAF-12 act	DAX1 inh-1	DAX1 inh-2	PLC-gamma1 inh	hgDAF-12 ag
Entry for `Cc1cccc(-c2nc(CS(=O)CC(=O)NCCCSC3CCCCC3)c(C)o2)c1` (stereo not drawn) : -2	-2	0	-2.6	1	-2	-1.3	-0.8	0.3	4	-1.9
Entry for `O=C(NC(=S)Nc1ccc(Oc2ccccc2)cc1)c1ccc(Cl)cc1` : 5	2	-1	-0.9	7	1	-1.2	0.4	-0.3	0	-0.7
